Screens as filed in PubChem BioAssay.
iPSC survival up – enhancers of single-cell hiPSC survival, primary screen, ATPlite luminescence; 100% = ROCK inhibitor wells, 0% = DMSO; survival enhancement, % at 20 µM; 0.044% of 360,000 active; AID 602274, 2012; in the data active = survival enhancement above about 18%;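 note: cells exposed to compounds for 16 hours before the ATP read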
NR2E3 ag-1 – NR2E3 agonists in two-hybrid cells, primary screen, cell-based, luminescence, CHO-S, Gal4-NCOR/VP16-NR2E3; Photoreceptor-specific nuclear receptor (Homo sapiens), Q9Y5X4; luciferase; inhibition of corepressor binding, % at 3.98 µM; 0.35% of 360,000 active; AID 602229, 2012;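 active = inhibition above the mean of all tested compounds plus 3 SD, cut at about 70% in these data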;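 note: 0% = DMSO with NR2E3 transfected cells and 100% = cells lacking NR2E3 construct; higher means lower luciferase signal from less NR2E3 corepressor binding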
Target sequence (Q9Y5X4 whole entry, looked up, the tested form may be a part): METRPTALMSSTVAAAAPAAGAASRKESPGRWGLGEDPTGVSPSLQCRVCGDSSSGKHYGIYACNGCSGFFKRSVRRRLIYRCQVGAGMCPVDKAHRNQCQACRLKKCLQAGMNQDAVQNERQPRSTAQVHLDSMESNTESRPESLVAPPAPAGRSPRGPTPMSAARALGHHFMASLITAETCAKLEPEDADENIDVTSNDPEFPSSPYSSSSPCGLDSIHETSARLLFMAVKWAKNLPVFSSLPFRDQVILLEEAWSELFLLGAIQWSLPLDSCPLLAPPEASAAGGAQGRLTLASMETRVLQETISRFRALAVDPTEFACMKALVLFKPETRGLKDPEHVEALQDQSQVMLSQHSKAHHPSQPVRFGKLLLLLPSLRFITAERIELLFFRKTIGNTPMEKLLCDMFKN
NR2E3 ag-2 – inhibitors of NR2E3-RetCOR corepressor binding, primary screen, NR2E3 agonist project, biochemical, TR-FRET, GST-NR2E3, biotin-RetCOR; Photoreceptor-specific nuclear receptor (Homo sapiens), Q9Y5X4; inhibition of corepressor binding, % at 4.78 µM; 1536-well; AID 2300, 2010; 0.12% of 320,000 active;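 active = percent inhibition above the cutoff of mean plus 3 SD of all tested compounds, set per screening campaign, cut at about 20% in these data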;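 note: 0% = DMSO wells and 100% = biotin wells as full block of FRET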
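system = GST-tagged NR2E3 plus biotinylated RetCOR corepressor | input = 1.35 nM GST-NR2E3 | also added = 7 nM biotin-RetCOR | schedule = 5 h incubation at 4 °C | measured by = TR-FRET with europium anti-GST and streptavidin-D2, 340 nm excitation | read-out = percent loss of FRET ratio relative to control wells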
Peg3 prom inh – Peg3 promoter-driven luciferase inhibitors, primary screen, cell-based, HeLa, luciferase luminescence; HeLa PEG-Prom luciferase reporter, overnight; inhibition, % at 20 µM; 1.7% of 360,000 active; AID 588405, 2011;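 active = inhibition of at least 50% at 20 µM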
Granule exo inh – LAMP-1 surface exposure blockers, TALL-104 cells – cell-based, flow cytometry, MLPCN library, primary screen; TALL-104 LAMP-1 surface exposure; cells stimulated with thapsigargin and PMA; inhibition, % at 10 µM; 0.66% of 360,000 active; AID 651702, 2012;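 active = inhibition above about 55%, limit read from the data; inconclusive = no clear call, values can overlap the other calls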
Vif inh – HIV Vif self-association inhibitors, primary screen, imaging, HEK293T, single point. HEK293T cells, Vif self-association by quenched fluorescence, 24 h. inhibition, % at 7.49 µM. 0.35% of 340,000 active. AID 602346, 2012; in the data active = inhibition above about 50%, passing the limit was not always enough; inconclusive = no clear call, values can overlap the other calls; inactive = below about 31%; note: some results filed as inactive read as strong as hits
MITF TRPM1 inh – inhibitors of MITF-dependent TRPM1 promoter reporter, primary screen, cell-based, SK-MEL-5, single point, luciferase. SK-MEL-5 TRPM1 promoter luciferase, 24 h. inhibition, % at 12.5 µM. 0.83% of 330,000 active. AID 488899, 2010;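 active = mean inhibition across replicates of 60% or more, whatever share of single replicates reaches that level; inconclusive = some that reach 60%, reason not given; inactive = mean inhibition across replicates below 60%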; note: values of inactives mirror those of a sister screen read the other way
aDG glyco up – activators of alpha-DG glycosylation, primary screen, uHTS, Pro5-aDG cells, AlphaScreen. activation, % at 10 µM. alpha-DG glycosylation AlphaScreen (IIH6); 0% Pro5, 100% B10-LARGE cell signal. 0.22% of 360,000 active. AID 624168, 2012;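 active = activation of at least 8% versus controls, or a plate z-score of at least 8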;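 note: Pro5 are CHO cells carrying HIG-tagged alpha-DG that lacks glycosylation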
CaV13 ICDI inh – Primary screen for inhibitors of IQ motif and Ca2+-dependent inactivation inhibitor domain binding in CACNA1D, Förster resonance energy transfer in living cells, …; HEK cells, CFP/YFP FRET ICDI-IQ, plate reader, 10 min; percent FRET-ratio fall versus neutral wells; inhibition, % at 12.3 µM; 0.098% of 340,000 active; AID 743397;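 active = mean replicate inhibition of at least 30% and at least 1% of replicates passing that level; inconclusive = only one of the two criteria is met; inactive = neither criterion is met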;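 note: 0% = median of the neutral control wells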
HIF-2a inh – HIF-2a reporter inhibitors, primary screen, luminescence, 786-0 RCC cells. 786-0 RCC cells HIF-2a reporter, luciferase luminescence, overnight. inhibition, % at 18.8 µM. 0.72% of 360,000 active;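 active = inhibition of the luminescence signal of 40% or more relative to plate controls, in a single-dose primary screen at 18.75 µM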
PDI inh – inhibitors of human PDI, primary screen, biochemical, turbidity, single point, plate reader | Protein disulfide-isomerase (Homo sapiens), P07237 | PDI insulin aggregation turbidity, A650, 90 min | inhibition, % at 10 µM | 0.052% of 350,000 active | AID 588391, 2011;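 active = mean inhibition across replicates of 30% or more, whatever share of single replicates reach that level; inconclusive = mean inhibition below 30% while every single replicate reaches 30%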;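 note: absorbance from insulin aggregation driven by PDI reduction with DTT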
Target sequence (P07237 whole entry, looked up): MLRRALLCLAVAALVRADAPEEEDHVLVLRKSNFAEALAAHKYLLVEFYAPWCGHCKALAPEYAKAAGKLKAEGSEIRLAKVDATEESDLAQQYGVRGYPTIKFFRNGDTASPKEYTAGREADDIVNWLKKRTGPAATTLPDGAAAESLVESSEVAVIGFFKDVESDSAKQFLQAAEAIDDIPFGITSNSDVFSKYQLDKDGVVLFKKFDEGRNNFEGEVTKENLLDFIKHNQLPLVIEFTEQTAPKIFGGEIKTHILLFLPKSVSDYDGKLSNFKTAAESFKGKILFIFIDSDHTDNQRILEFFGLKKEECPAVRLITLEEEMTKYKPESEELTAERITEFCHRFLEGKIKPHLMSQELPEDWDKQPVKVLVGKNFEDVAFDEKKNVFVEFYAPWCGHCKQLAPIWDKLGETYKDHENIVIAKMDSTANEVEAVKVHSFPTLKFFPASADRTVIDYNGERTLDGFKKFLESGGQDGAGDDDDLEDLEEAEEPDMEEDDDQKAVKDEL
* = called active by the depositor.

What do the screens show for `Cc1cccc(CNC(=O)C2CCC(=O)N(CCCc3ccccc3)C2)c1` (stereo not given)?
iPSC survival up: 16; NR2E3 ag-1: -47; Peg3 prom inh: 10; Granule exo inh: -5; aDG glyco up: -0.3; CaV13 ICDI inh: -11; HIF-2a inh: 2; PDI inh: -3

How did O=[N+]([O-])c1cccc(S(=O)(=O)/N=C(/Nc2ccccc2)c2ccccc2)c1 do in these assays?
iPSC survival up: -1.1; NR2E3 ag-1: -5; Peg3 prom inh: -14; Granule exo inh: -4; Vif inh: 6; MITF TRPM1 inh: 7; aDG glyco up: -0.1; CaV13 ICDI inh: -7; HIF-2a inh: -8; PDI inh: 1

How did CCOCCCNS(=O)(=O)c1ccc(NC(=O)Cc2c(F)cccc2Cl)cc1 do in these assays?
iPSC survival up: 0.5; NR2E3 ag-1: 18; NR2E3 ag-2: -3; Peg3 prom inh: 12; Granule exo inh: -2; Vif inh: 3; MITF TRPM1 inh: 0; aDG glyco up: 0.6; CaV13 ICDI inh: 9; HIF-2a inh: 12; PDI inh: 4

How did CC(CSc1n[nH]c(=S)s1)c1ccccc1 (stereo not given) do in these assays?
iPSC survival up: -0.8; NR2E3 ag-1: 8; Peg3 prom inh: -2; Granule exo inh: -3; Vif inh: -3; MITF TRPM1 inh: -3; aDG glyco up: 0.2; CaV13 ICDI inh: -3; HIF-2a inh: -2; PDI inh: -1

Results for CC(=O)c1ccc(NC2OC(C)C(O)C(O)C2O)cc1 (stereo not given) ?
iPSC survival up: 6.0; NR2E3 ag-1: -31; NR2E3 ag-2: 1; Peg3 prom inh: 19; Granule exo inh: 0; Vif inh: 16; MITF TRPM1 inh: 1; aDG glyco up: -0.2; CaV13 ICDI inh: -5; HIF-2a inh: 6; PDI inh: -7

What do the screens show for `Cc1nn(CC(O)COc2ccc3c(c2)CCC3)c(C)c1Br` (stereo not given)?
iPSC survival up: 3.9; NR2E3 ag-1: 2; NR2E3 ag-2: -1; Peg3 prom inh: -5; Granule exo inh: -3; Vif inh: -11; MITF TRPM1 inh: -15; aDG glyco up: 0.1; CaV13 ICDI inh: -5; HIF-2a inh: -18; PDI inh: 4

What do the screens show for `COCC(=O)N1CCC(Oc2ccc(C(=O)N3C[C@@H](C)O[C@@H](C)C3)cc2)CC1`?
iPSC survival up: -0.3; NR2E3 ag-1: -13; NR2E3 ag-2: -1; Peg3 prom inh: -14; Granule exo inh: 3; Vif inh: 9; MITF TRPM1 inh: 5; aDG glyco up: -0.1; CaV13 ICDI inh: -5; HIF-2a inh: -33; PDI inh: 2

What do the screens show for `Cc1c(C(=O)O)sc2nc(/C=C/c3ccccc3OC(F)F)[nH]c(=O)c12`?
iPSC survival up: -0.2; NR2E3 ag-1: -8; NR2E3 ag-2: -1; Peg3 prom inh: 15; Granule exo inh: 2; Vif inh: -2; MITF TRPM1 inh: 14; aDG glyco up: -0.1; CaV13 ICDI inh: -6; HIF-2a inh: 10; PDI inh: -40

What do the screens show for `Cc1ccc(Sc2ccc(NC(=O)CCN3C(=O)NC4(CCCC4)C3=O)cc2)c(C)c1`?
iPSC survival up: 0.7; NR2E3 ag-1: 13; NR2E3 ag-2: 4; Peg3 prom inh: 28; Granule exo inh: -5; Vif inh: 1; MITF TRPM1 inh: 6; aDG glyco up: -0.1; CaV13 ICDI inh: -2; HIF-2a inh: 13; PDI inh: -1

How did CCN(CC)C(=O)Cn1nc(-c2ccncc2)nc1SCC(=O)Nc1ccc(OC)cc1 do in these assays?
iPSC survival up: -0.6; NR2E3 ag-1: -39; NR2E3 ag-2: -3; Peg3 prom inh: 3; Granule exo inh: -8; Vif inh: -6; MITF TRPM1 inh: 13; aDG glyco up: 0.0; CaV13 ICDI inh: -3; HIF-2a inh: 13; PDI inh: 2

What do the screens show for `CC(=O)Nc1cc(-c2cccc(C(=O)N(C)C)c2)cn2c(-c3cccc(C(F)(F)F)c3)cnc12`?
iPSC survival up: -2.9; NR2E3 ag-1: -33; Peg3 prom inh: 25; Granule exo inh: -10; Vif inh: -6; aDG glyco up: 0.1; CaV13 ICDI inh: -5; HIF-2a inh: -12; PDI inh: -9

What do the screens show for `COc1ccccc1CN1CC(C(=O)NCCc2ncccc2C)CCC1=O` (stereo not given)?
iPSC survival up: 0.3; NR2E3 ag-1: -10; Peg3 prom inh: 0; Granule exo inh: 0; Vif inh: -2; MITF TRPM1 inh: 4; aDG glyco up: -0.3; CaV13 ICDI inh: -14; HIF-2a inh: 1; PDI inh: 3

How did COC(=O)c1ccc(Cl)cc1NC(=O)/C=C/c1ccc(C)o1 do in these assays?
iPSC survival up: 1.3; NR2E3 ag-1: -8; NR2E3 ag-2: 1; Peg3 prom inh: 8; Granule exo inh: 0; Vif inh: 4; MITF TRPM1 inh: -6; aDG glyco up: -0.6; CaV13 ICDI inh: -5; HIF-2a inh: 14; PDI inh: -5

Results for CCOc1ccc(OCCNC(=O)C(NC(=O)c2c(F)cccc2F)C(C)C)cc1 (stereo not given) ?
iPSC survival up: 5.7; NR2E3 ag-1: -24; NR2E3 ag-2: 0; Peg3 prom inh: -3; Granule exo inh: -1; Vif inh: -1; MITF TRPM1 inh: 16; aDG glyco up: 0.4; CaV13 ICDI inh: -4; HIF-2a inh: -8; PDI inh: -10

What do the screens show for `O=C1CC(N(Cc2cccs2)C(=O)Nc2ccccc2)C(=O)N1c1ccc(Cl)cc1` (stereo not given)?
iPSC survival up: 2.8; NR2E3 ag-1: 16; NR2E3 ag-2: -3; Peg3 prom inh: 13; Granule exo inh: 3; Vif inh: 3; MITF TRPM1 inh: -5; aDG glyco up: 0.2; CaV13 ICDI inh: -2; HIF-2a inh: 15; PDI inh: 16

Results for COc1ccc(NC(=O)N(C)C[C@@H]2Oc3cc(Br)ccc3S(=O)(=O)N([C@H](C)CO)C[C@H]2C)cc1 ?
iPSC survival up: 6.0; NR2E3 ag-1: -20; Peg3 prom inh: -6; Granule exo inh: 1; Vif inh: 0; aDG glyco up: -0.2; CaV13 ICDI inh: -2; HIF-2a inh: 5; PDI inh: 6

Results for Cn1nc(-c2ccccc2)c(C(O)c2ccccc2C(F)(F)F)c1Cl (stereo not given) ?
iPSC survival up: 22*; NR2E3 ag-1: 11; NR2E3 ag-2: -1; Peg3 prom inh: -6; Granule exo inh: 1; Vif inh: -4; MITF TRPM1 inh: -2; aDG glyco up: -0.2; CaV13 ICDI inh: -5; HIF-2a inh: 1; PDI inh: -6

How did COc1ccc(C(=O)N2N=C(c3cccc(NS(C)(=O)=O)c3)CC2c2cccs2)cc1 (stereo not given) do in these assays?
iPSC survival up: 0.3; NR2E3 ag-1: 24; NR2E3 ag-2: -1; Peg3 prom inh: 32; Granule exo inh: -6; Vif inh: -1; MITF TRPM1 inh: -2; aDG glyco up: -0.2; CaV13 ICDI inh: -2; HIF-2a inh: 8; PDI inh: -1

How did C/C(=N\NC(=O)c1ccc(Cn2cc(Br)cn2)o1)c1ccc(NC(=O)c2ccoc2C)cc1 do in these assays?
iPSC survival up: -0.6; NR2E3 ag-1: -94; Peg3 prom inh: 0; Granule exo inh: -2; Vif inh: 6; MITF TRPM1 inh: -50; aDG glyco up: 0.0; CaV13 ICDI inh: -10; HIF-2a inh: -199; PDI inh: -1

How did CCOc1ccc2nc(SCC(=O)c3ccc(Cl)s3)sc2c1 do in these assays?
iPSC survival up: 1.0; NR2E3 ag-1: -19; NR2E3 ag-2: 1; Peg3 prom inh: -96; Granule exo inh: 7; Vif inh: 20; MITF TRPM1 inh: 4; aDG glyco up: -0.1; HIF-2a inh: -166; PDI inh: inconclusive

Results for Cc1cc(CNC(=S)Nc2ccc(S(=O)(=O)Nc3ncccn3)cc2)nn1C ?
iPSC survival up: 0.4; NR2E3 ag-1: -24; NR2E3 ag-2: 3; Peg3 prom inh: 13; Granule exo inh: 0; MITF TRPM1 inh: 0; aDG glyco up: 0.0; CaV13 ICDI inh: -7; HIF-2a inh: 11; PDI inh: 0

How did COC(=O)c1cc(NC(=O)Cn2c(=O)oc3ccccc32)cc(C(=O)OC)c1 do in these assays?
iPSC survival up: -0.6; NR2E3 ag-1: -26; NR2E3 ag-2: 0; Peg3 prom inh: 7; Granule exo inh: -4; Vif inh: 2; MITF TRPM1 inh: 11; aDG glyco up: -0.1; CaV13 ICDI inh: -2; HIF-2a inh: 18; PDI inh: 10

Results for C=CCN1CC(=O)N2Cc3[nH]c4ccccc4c3C[C@H]2C1=O ?
iPSC survival up: -0.6; NR2E3 ag-1: -36; NR2E3 ag-2: 3; Peg3 prom inh: -8; Granule exo inh: -8; Vif inh: 3; MITF TRPM1 inh: -4; aDG glyco up: -0.1; CaV13 ICDI inh: -3; HIF-2a inh: 6; PDI inh: -3

Results for CC/C(=N/O)c1cnnc(SC)n1 ?
iPSC survival up: 4.1; NR2E3 ag-1: -1; NR2E3 ag-2: 2; Peg3 prom inh: -5; Granule exo inh: 0; Vif inh: 5; MITF TRPM1 inh: -2; aDG glyco up: 0.2; CaV13 ICDI inh: -5; HIF-2a inh: 1; PDI inh: 10

Results for Cc1c2ccccc2cc(Cc2ccccc2)[n+]1C ?
iPSC survival up: -0.5; NR2E3 ag-1: -9; NR2E3 ag-2: 3; Peg3 prom inh: 15; Granule exo inh: 8; Vif inh: -7; MITF TRPM1 inh: 11; aDG glyco up: -0.1; CaV13 ICDI inh: 9; HIF-2a inh: 1; PDI inh: 0

How did Cc1ccc(-c2c3c(nc4sc(C(N)=O)c(N)c24)CCC3)cc1 do in these assays?
iPSC survival up: 0.2; NR2E3 ag-1: -27; NR2E3 ag-2: 7; Peg3 prom inh: -144; Granule exo inh: 1; Vif inh: -11; MITF TRPM1 inh: 4; aDG glyco up: 0.2; HIF-2a inh: 29; PDI inh: 1

Results for Cc1ccc2c(Cl)c(C(=O)NCCCn3ccnc3)sc2c1 ?
iPSC survival up: -2.1; NR2E3 ag-1: -1; NR2E3 ag-2: -3; Peg3 prom inh: -58; Granule exo inh: 0; Vif inh: 7; MITF TRPM1 inh: -7; aDG glyco up: 0.4; CaV13 ICDI inh: -5; HIF-2a inh: -73; PDI inh: -2
